Nrf2 inh = Nrf2 pathway inhibition | A549 ARE-Fluc reporter, luciferase luminescence, 18-24 h | Potency, µM (highest dose often 46 µM), for inactives: at the top dose activity change, negative = inhibition, hits mostly inhibitors | 360,000 tested, 2.1% active | AID 504444; further: potency means the concentration at half of the fitted maximal effect; on the % scale 0 is the no-effect control and ±100 the full control effect; nearly all actives have a fitted effect of over 60% in size
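Cells were seeded and rested 2 h, then exposed to compounds for 18-24 h. CellTiter-Fluor was read first as a viability measure. BugLite was added 15 min before the final luminescent read of ARE-luciferase activity in A549 cells.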
S2 tox = cell viability loss in ATXN counter-screen. Potency, µM (highest dose often 56.7 µM), most hits filed as cytotoxic. 400,000 tested, 0.49% active. S2 cells (HEK-293 line with an ATXN2-luciferase reporter) viability, CellTiter-Fluor protease fluorescence, 24 h; further: potency means the concentration at half of the fitted maximal effect; nearly all actives have a fitted effect of over 40% in size
Nrf2 activator = activates Nrf2 signaling; 410,000 tested, 0.31% active; AREc32 ARE-luciferase reporter (MCF7-derived line), luminescence, 24 h; Potency, µM (doses to about 46.1 µM), for inactives: at the highest dose activation, most hits filed as activators; further: potency means the concentration at half of the fitted maximal effect; % of control where 0% means no effect; nearly all actives have a fitted effect of over 65% in size
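Quantitative high-throughput format: AREc32 reporter cells, 1000 per well, received compound by pin transfer and were incubated 24 hr at 37 deg C, 5% CO2, before Steady-Glo luminescence detection.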
CCT modulator = changes cytosolic chaperonin activity; activity change, % (concentration not given with the values), hits read low; purified chaperonin ATPase assay, HTRF ADP detection, 30 min; 360,000 tested, 0.3% active; in the data active means activity change below about -30%; further: on the % scale 0 is the no-effect control and ±100 the full control effect
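First, chaperonin was dispensed at 40 nM or 20 nM final depending on batch activity. Next, compounds were pinned at 76 uM and ATP added at 10 uM. After 30 min at 37 °C, ADP detection reagents ran 30 min at ambient temperature.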
A549 viability = A549 cytotoxicity, counter-screen for Nrf2 inhibitors; A549 ARE-Fluc cells, CellTiter-Fluor viability, 18-24 h; Potency, µM (top dose mostly 46 µM), inactives show at the top dose activity change, negative = cytotoxicity, actives largely listed as inhibitors; 390,000 tested, 0.16% active; AID 504648; further: potency means the concentration at half of the fitted maximal effect; on the % scale 0 is the no-effect control and ±100 the full control effect
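A549 ARE_Fluc cells in 5% FBS OPTI-MEM were exposed to compounds in concentration-response for 18-24 h at 37 deg C. Viability was read by CellTiter-Fluor fluorescence (Ex 405/Em 525) after 30 min, before the luciferase read.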
pAkt inh = inhibitors of Akt phosphorylation | AID 651550 | Neuro2A IGF-stimulated pAkt S473 HTRF, 20 min; hits give low values | 360,000 tested, 0.32% active | activity change, % for hits at 50 µM; in the data active means activity change below about -80%; inconclusive means mostly about -51% to -80%; further: on the % scale 0 is the no-effect control and ±100 the full control effect
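Single-point screen (50 µM final compound) in Neuro2A cells stimulated 20 min with 6 nM IGF at 37 deg C. After lysis, Ser473-phosphorylated Akt read by HTRF (ex 330 nm, em 615/665 nm) as the 665/615 ratio.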
TGFb inhibitor = blocks TGF-b signaling | HepG2 CAGA-GFP TGF-b/SMAD3 reporter, GFP fluorescence, 18 h; TGF-beta stimulated, 500 pg/mL final | Potency, µM (titrated, usually from 46.1 µM), for the others: at the top dose activity, negative = inhibition, actives largely listed as inhibitors | 410,000 tested, 1.2% active | AID 588855; further: potency means the concentration at half of the fitted maximal effect; on the % scale 0 is the no-effect control and ±100 the full control effect; nearly all actives have a fitted effect of over 65% in size
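First, reporter cells (HEPG2 CAGA-GFP) rested 2 h at 37 degrees C. Next, compounds were pinned in and TGF-beta added to 500 pg/mL final. After 18 h, GFP was imaged per cell and summed per well.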
Mm-Cpn inhibitor = M. maripaludis TRiC chaperonin inhibition; AID 504842; purified Mm-Cpn ATPase, ADP Transcreener TR-FRET; 330,000 tested, 0.031% active; Potency, µM (series often up to 76.9 µM), inactives show at the top dose activity, negative = inhibition, hits mostly inhibitors; further: potency means the concentration at half of the fitted maximal effect; on the % scale 0 is the no-effect control and ±100 the full control effect; nearly all actives have a fitted effect of over 80% in size
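TR-FRET (320 nm excitation; 590 and 665 nm emission) reports ADP made from 10 uM ATP by 25 nM enzyme; compounds were preincubated 10 min, reaction run 30 min, both at 37°C.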
HepG2 viability = kills HepG2 cells in TGF-b inhibitor counter-screen; HepG2 CAGA-GFP viability, ATP luminescence, 18 h; Potency, µM (top dose mostly 46.1 µM), for inactives: at the top dose activity change, negative = cytotoxicity, most hits filed as cytotoxic; 410,000 tested, 0.76% active; further: potency means the concentration at half of the fitted maximal effect; some results filed as inactive show a strong effect at the top dose
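HepG2 CAGA-GFP cells (1000/well, DMEM with 1% FBS) received compound, then TGF-beta at 500 pg/mL final, and were incubated 18 hours at 37 degrees C. Viability was read by CellTiter-Glo luminescence. Media-only wells were set as complete cell-killing and DMSO as no toxicity.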
* = called active by the depositor; i = inactive; ? = inconclusive; . = not tested or not shown; [ ] = another dose, or the depositor's remark. Unless noted, the call rests on the fitted dose curve; in most records, active means well fitted curve in the direction sought with a large enough effect; inconclusive means small, poorly fitted or top-dose-only effect, or another doubt; inactive means no such curve, though single readings can be large; an effect the other way counts as inactive or inconclusive.

smiles,S2 tox,Mm-Cpn inhibitor,A549 viability,HepG2 viability,Nrf2 inh,TGFb inhibitor,pAkt inh,CCT modulator,Nrf2 activator
CCOC(=O)N1CCC(N(CCN(C)C)C(=S)Nc2cc(C)ccc2C)CC1,i,0.1%,4.2%,2.4%,9.0%,0.0%,i,-0.7,2.2%
C[C@@]12CCC3[C@@](CCC4[C@@]3(C)CCC[C@@]4(C)C(=O)O)(CC1=O)C2 (stereo partly specified),i,2.6%,2.4%,-8.5%,-6.6%,4.5%,i,0.2,-0.8%
CCC(C)Oc1cccc(C(=O)Nc2ccccc2N2CCOCC2)c1 (stereo unspecified),i,-0.4%,-6.1%,-28.2%,17.3%,-0.4%,i,-1.5,-0.3%
Cc1cc2c3c([nH]c2cc1S(=O)(=O)NCc1ccc(CN2CCCCCC2)o1)CC(C)(C)CC3=O,?,-3.0%,-1.4%,-25.1%,?,-7.7%,i,0.4,0.7%
Cc1ccc(S(=O)(=O)N(CC(=O)Nc2ccccc2)C(=O)N2CCN(C)CC2)cc1,i,-3.1%,2.8%,-7.0%,-0.8%,-1.8%,i,-0.3,-0.8%
Cc1nn(CC(=O)NCCCc2ccccc2)c(=O)c2cc3occc3n12,i,-0.7%,-4.8%,-24.2%,6.5%,-23.3%,i,-2.1,0.2%
O=C(Nc1ccc(F)cc1)C1CCN(c2nc3ccccc3n3cccc23)CC1,.,.,-0.6%,2.2%,-8.5%,0.0%,.,.,-0.5%
COc1ccc(NC(=O)c2ccc(S(=O)(=O)N3CCOCC3)o2)cc1,i,-3.5%,8.0%,-9.4%,0.7%,-3.7%,i,-0.5,0.0%
COc1ccc(NC(=O)CS(=O)c2cccc(Cl)c2)cc1 (stereo unspecified),i,3.3%,-3.1%,1.9%,-7.2%,7.2%,i,-0.5,0.3%
N/C(=N\OC(=O)Cc1ccc(Cl)cc1)c1cccnc1,i,1.0%,8.2%,6.4%,.,-1.7%,i,-0.6,3.9%
O=C(c1ccoc1)N1CCCC(N2CCN(c3ccc(F)cc3)CC2)C1 (stereo unspecified),i,-1.2%,8.2%,0.8%,-10.9%,-1.8%,i,-1.6,-1.0%
CC1=NN(Cc2ccccc2)C(=O)C1C(c1ccncc1)C(C#N)C#N (stereo unspecified),i,-1.5%,-0.8%,-3.5%,-23.7%,?,i,2.0,4.9%

(list continues)
smiles,S2 tox,Mm-Cpn inhibitor,A549 viability,HepG2 viability,Nrf2 inh,TGFb inhibitor,pAkt inh,CCT modulator,Nrf2 activator
Cc1cc(C)cc(-n2ncc3c2CCCC3NC(=O)c2csnn2)c1 (stereo unspecified),i,-0.5%,-0.6%,6.3%,21.6%,-1.4%,i,1.5,0.2%
Cc1cccc2c1cnn2C(=O)CCC(=O)N1CCC(C)CC1,i,0.2%,5.3%,-6.4%,-2.9%,0.2%,i,-2.1,-0.3%
CCNC(=O)N1CCCC(C(=O)c2ccc(-c3ccccc3)cc2)C1 (stereo unspecified),i,-3.4%,-1.8%,-36.0%,12.3%,?,i,-1.3,6.2%
O=C1CC(c2nc3ccccc3[nH]2)CN1c1cccc(C(F)(F)F)c1 (stereo unspecified),i,0.8%,-2.8%,-45.9%,-21.0%,?,i,-0.6,-0.6%
CC(=O)Cn1cnc2sc(-c3ccccc3)cc2c1=O,i,0.0%,-13.4%,-22.2%,?,0.5%,i,-2.2,2.9%
O=C(NNC(=O)c1ccc(-n2cncn2)c([N+](=O)[O-])c1)c1cccc(Cl)c1,i,0.7%,0.3%,-4.0%,16.9%,20.0%,i,-3.9,2.7%
NNC(=O)CNS(=O)(=O)c1ccc([N+](=O)[O-])cc1,i,-2.5%,0.5%,-15.1%,-9.6%,2.1%,i,2.0,0.2%
CC(C)NS(=O)(=O)c1ccc2c3c(cccc13)CC2,i,1.4%,-7.1%,-17.1%,?,-20.0%,i,0.2,-0.6%
COc1cccc(NC(=O)CSc2nnnn2C2CCCC2)c1,i,1.6%,-1.7%,-7.4%,3.1%,?,i,-1.8,-0.4%
COC(c1ccccc1)c1nnc(CCC(=O)NCc2cccc(-n3cccn3)c2)o1 (stereo unspecified),i,-3.4%,0.9%,-12.0%,15.4%,5.3%,i,-0.5,-0.4%
COc1ccc2nc(C)cc(SCC(=O)OC(C)C)c2c1,i,2.7%,0.9%,-19.9%,-19.5%,-10.3%,i,-0.2,4.7%
Cc1cc(N2CCC(N(C)C3CCCC3)CC2)nc2cc(O)ccc12,i,-2.5%,-3.6%,1.5%,9.5%,17.8%,i,-2.4,2.2%

(cont.)
smiles,S2 tox,Mm-Cpn inhibitor,A549 viability,HepG2 viability,Nrf2 inh,TGFb inhibitor,pAkt inh,CCT modulator,Nrf2 activator
C=C1N(c2cccc(Cl)c2)C(=O)OC1(C)C,i,1.2%,2.9%,-10.3%,?,10.9%,i,-0.2,-0.2%
CCN(CC)C(=O)C1CCCN(c2ncnc3c2cnn3-c2ccc(Cl)cc2)C1 (stereo unspecified),?,0.4%,-0.6%,-24.8%,20.6µM*,-1.9%,i,1.0,-3.6%
c1cncc(-c2nn3c(Cn4cnc5ccccc54)nnc3s2)c1,?,0.6%,18.9%,-2.3%,2.5%,7.0%,i,3.1,-0.8%
COC(=O)c1ccc(NC(=O)C(=O)NCC(c2cccnc2)N2CCN(c3ccccc3)CC2)cc1 (stereo unspecified),.,.,23.1%,-6.0%,.,-10.9%,.,.,0.1%
Cc1sc2ncnc(SCC(=O)NCC3CCCO3)c2c1C (stereo unspecified),i,-3.2%,-0.8%,-0.6%,2.2%,1.1%,i,-3.6,2.9%
O=C(Nc1ccc2c(c1)nc1n2CCSC1)c1ccco1,?,-7.0%,-2.7%,-54.7%,?,0.0%,i,-0.2,-1.1%
CCC1CCCCN1C(=O)CSc1nnc(-c2cccs2)o1 (stereo unspecified),i,-9.8%,-1.4%,2.9%,.,0.0%,i,-4.7,9.4%
O=C(CCC(=O)N1CCCCCC1)NCc1ccc(F)cc1,?,0.0%,0.6%,40.4%,2.0%,20.4%,i,0.3,0.0%
Cc1cccc(OCCCC(=O)NCc2ccco2)c1,i,-0.3%,3.7%,8.3%,.,4.1%,i,-1.1,-1.0%
COc1nc(Nc2ccc(O)cc2)nc(OC(C(F)(F)F)C(F)(F)F)n1,i,-2.4%,-25.0%,-63.9%,?,?,i,1.7,0.1%
Cc1ccc(-c2cc3c(n2-c2ccccc2F)CC(C)(C)CC3=O)cc1,i,.,-6.8%,-8.0%,9.2%,-5.2%,.,.,0.5%
COc1ccc(CCNc2nc(-c3ccc(C)cc3)cc(C(F)F)n2)cc1OC,i,.,7.0%,-8.8%,-14.4%[9.27 µM],-4.7%,.,.,-1.3%

Following part
smiles,S2 tox,Mm-Cpn inhibitor,A549 viability,HepG2 viability,Nrf2 inh,TGFb inhibitor,pAkt inh,CCT modulator,Nrf2 activator
O=C(NCCc1ccc(Cl)cc1)C1CCN(S(=O)(=O)c2cccs2)CC1,i,-0.3%,-6.0%,-25.5%,?,-8.8%,i,-1.5,-0.6%
Cc1[nH]c2ccccc2c1C(=O)CSc1ccccn1,i,-21.2%,-1.9%,-23.4%,11.8%,-14.8%,i,0.1,2.4%
O=C(COC(=O)Cc1ccccc1F)Nc1cccc(S(=O)(=O)NC2=NCCCCC2)c1,i,0.8%,3.9%,-11.6%,?,-12.5%,i,-5.3,-0.7%
COc1ccc(S(=O)(=O)Nc2ccc3c(c2)C(=O)N([C@H](C)CO)C[C@H](C)[C@@H](CN(C)C(=O)Nc2ccc4c(c2)OCO4)O3)cc1,i,0.3%,-0.6%,-14.9%,-2.0%,3.1%,i,-1.0,0.2%
CCOc1ccc(CCNC(=O)c2cccnc2N2CCCC2)cc1OCC,i,-0.4%,-14.4%,13.5%,-24.0%,13.1%,i,-4.9,-1.7%
CCOc1ccc(S(=O)(=O)c2ccc(C)cc2)c2c1no[n+]2[O-],?,.,.,-2.4%,.,2.2%,i,1.8,0.8%
Cc1ncc([N+](=O)[O-])n1S(=O)(=O)c1cc(Cl)ccc1Cl,i,?,1.9%,5.1%,-2.2%,17.6%,i,0.0,-0.3%
Cc1cc(S(=O)(=O)NC(C)C)ccc1OCC(=O)Nc1ccc2c(c1)OCCO2,i,2.2%,0.5%,-16.9%,-6.7%,0.0%,i,-2.5,-0.1%
Cc1cc(C)c2[nH]c(=O)c(CN(Cc3cccs3)C(=S)NCC3CCCO3)cc2c1 (stereo unspecified),?,0.9%,-6.0%,-1.7%,?,-16.1%,i,2.2,1.9%
O=C(Nc1ccc(Br)cc1)c1cc(-c2cccs2)on1,i,-3.3%,1.6%,-11.8%,7.2%,17.5%,i,0.3,1.9%
Cc1ccc(NC(=O)C(c2ccccc2)N2CCN(CC(=O)N3CCOCC3)CC2)cc1 (stereo unspecified),i,-1.6%,-5.6%,8.4%,9.9%,-4.1%,i,-0.1,-0.4%
COc1cccc(NC(=O)c2cccc(C(=O)Nc3cccc(OC)c3)c2)c1,i,-4.4%,0.9%,12.3%,-8.2%,-1.8%,i,-3.3,0.2%

Remaining list, next part
smiles,S2 tox,Mm-Cpn inhibitor,A549 viability,HepG2 viability,Nrf2 inh,TGFb inhibitor,pAkt inh,CCT modulator,Nrf2 activator
O=S(=O)(Nc1ccc(N2CCCCC2)cc1)c1ccccc1,i,1.0%,-1.4%,-3.9%,9.3%,-1.4%,i,1.3,0.3%
O=C(CSc1nnc(-c2cccnc2)n1Cc1ccco1)N1CCc2ccccc21,i,-2.0%,-8.6%,-4.4%,0.3%,16.3%,i,1.5,0.2%
O=C(COC(=O)c1c[nH]c(=O)[nH]c1=O)NCc1ccccc1,i,1.6%,-6.4%,4.7%,5.7%,-1.2%,i,-1.2,-0.1%
COC(=O)c1ccc(CN(c2ccccc2OC)S(=O)(=O)c2cccs2)o1,i,-9.7%,6.0%,6.1%,.,-36.3%,i,1.5,-0.7%
Cc1ccc(CNC(=O)C2CCN(S(=O)(=O)c3ccc4c(c3)OCCCO4)CC2)cc1,i,-1.3%,-9.2%,-26.6%,-17.9%,-5.9%,i,-4.2,-0.7%

Assay outcomes: PubChem BioAssay, National Center for Advancing Translational Sciences (NCATS)
